S1P4 ag: human S1P4 receptor agonism | O95977 | S1P4-expressing cell line, agonist reporter assay | activation, % at 4.98 µM | 0.35% of 220,000 active | AID 1509; in the data active = activation above about 11%;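 note: 0% = DMSO vehicle and 100% = reference agonist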
Ba/F3 V617F tox: loss of viability in JAK2V617F-driven Ba/F3 cells | Ba/F3 EpoR-JAK2V617F viability, ATP luminescence | inhibition, % at 5.6 µM | 1.1% of 220,000 active | AID 1446;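 active = inhibition above the campaign mean plus 3 SD over all tested compounds, cut at about 24% in these data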;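 note: cytokine-independent growth of Ba/F3 cells driven by EpoR plus mutant JAK2; 0% = DMSO-treated cells and 100% = JAK inhibitor I control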
p47phox inh: p47phox (human) inhibition. P14598. p47phox/p22phox peptide binding, fluorescence polarization, 2 h. inhibition, % at 24.7 µM. 0.53% of 220,000 active;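 active = inhibition above about 30%, limit read from the data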;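 note: 0% = p47phox with labelled peptide and 100% = labelled peptide alone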
Target sequence (P14598 whole entry, looked up): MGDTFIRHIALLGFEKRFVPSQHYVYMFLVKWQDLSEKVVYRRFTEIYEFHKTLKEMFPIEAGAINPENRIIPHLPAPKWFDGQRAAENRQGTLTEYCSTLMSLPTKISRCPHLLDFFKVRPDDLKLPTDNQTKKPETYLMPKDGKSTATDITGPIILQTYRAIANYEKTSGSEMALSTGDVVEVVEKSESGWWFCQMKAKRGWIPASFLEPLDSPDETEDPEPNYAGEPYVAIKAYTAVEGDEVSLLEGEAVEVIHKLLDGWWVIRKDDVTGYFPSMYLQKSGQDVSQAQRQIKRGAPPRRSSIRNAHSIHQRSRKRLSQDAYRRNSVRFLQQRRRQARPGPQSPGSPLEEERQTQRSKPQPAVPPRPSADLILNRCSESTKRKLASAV
NPY-Y2 PAM-ag: potentiates or activates human NPY-Y2 receptor; cells expressing NPY-Y2, potentiator/agonist read-out; P49146; 0.45% of 220,000 active; activation, % at 3.6 µM; in the data active = activation above about 27%;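 note: cells stimulated with NPY near EC25 plus isoproterenol at EC100; 0% = vehicle plus submaximal agonist and 100% = vehicle plus saturating agonist; some results beyond the cut were filed as inactive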
Target sequence (P49146 whole entry, looked up): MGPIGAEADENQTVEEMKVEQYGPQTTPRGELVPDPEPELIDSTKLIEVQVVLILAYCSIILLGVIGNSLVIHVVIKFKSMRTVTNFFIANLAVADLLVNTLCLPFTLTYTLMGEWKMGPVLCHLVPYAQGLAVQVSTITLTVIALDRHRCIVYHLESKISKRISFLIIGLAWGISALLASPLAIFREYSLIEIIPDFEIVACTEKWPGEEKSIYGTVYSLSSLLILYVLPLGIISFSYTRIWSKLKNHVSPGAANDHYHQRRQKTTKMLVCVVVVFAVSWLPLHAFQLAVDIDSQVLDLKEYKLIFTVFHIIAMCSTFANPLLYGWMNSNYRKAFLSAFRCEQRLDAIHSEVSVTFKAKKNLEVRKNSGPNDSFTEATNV
BaF3 parental: reduces parental Ba/F3 cell viability, JAK2V617F counter-screen. inhibition, % at 5.6 µM. 1.1% of 220,000 active. CellTiter-Glo ATP luminescence;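 active = inhibition above a per-campaign cutoff, the mean inhibition of all tested compounds plus 3 SD, cut at about 27% in these data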;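 note: 0% = DMSO wells and 100% = JAK Inhibitor I control wells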
CHOP inhibitor: CHOP inhibition in unfolded protein response; CHO-K1 CHOP-promoter luciferase, tunicamycin-induced, 15-18 h; inhibition, % at 10 µM; 3.8% of 220,000 active; AID 2732;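 active = compounds that reduced the stress-induced luciferase reporter signal by more than about 70% of percent inhibition, limit read from the data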;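 note: 0% = tunicamycin plus vehicle and 100% = wells without tunicamycin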
NPY1 pot ag: human NPY-Y1 potentiation or agonism, primary screen. P25929. NPY-Y1 expressing cells, potentiator/agonist activation. activation, % at 3.6 µM. 0.37% of 220,000 active; in the data active = activation above about 33%, passing the limit was not always enough;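 note: cells stimulated with NPY at EC10 then isoproterenol at EC100; 0% = low agonist plus stimulus and 100% = saturating agonist plus stimulus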
NPY-Y1 antag: antagonists of human neuropeptide Y receptor Y1 | P25929 | HEK293-CNG Y1 cells, membrane potential fluorescence; NPY at EC95, then isoproterenol | inhibition, % at 3.6 µM | 1% of 200,000 active;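 active = inhibition above the campaign mean inhibition of all tested compounds plus 3 SD, cut at about 20% in these data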;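 note: 0% = DMSO wells given NPY plus isoproterenol and 100% = isoproterenol alone without NPY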
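Material: Y1- and CNG-channel-expressing HEK293 cells / Probe or stimulus: NPY 25 nM then isoproterenol 1 µM plus Ro 20-1724 25 µM / Doses: 3.6 µM single dose, DMSO 0.4% / Schedule: compound incubation 1 h at room temperature, readout 45 min post-stimulation / Signal: membrane potential fluorescence / Benchmarks: isoproterenol-only wells as full block versus NPY-plus-isoproterenol wells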
S1P4 antag: human S1P4 receptor antagonism; O95977; inhibition, % at 4.98 µM; 0.26% of 220,000 active; AID 1510; S1P4-expressing cells, antagonist mode, reporter read-out; in the data active = inhibition above about 29%;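 note: 0% = wells stimulated with agonist and 100% = vehicle wells without agonist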
* = called active by the depositor; . = no result given.

SMILES	S1P4 ag	Ba/F3 V617F tox	p47phox inh	NPY-Y2 PAM-ag	BaF3 parental	CHOP inhibitor	NPY1 pot ag	NPY-Y1 antag	S1P4 antag
Cn1cc([N+](=O)[O-])c(C(=O)Nc2nc(-c3ccc(Cl)cc3)cs2)n1	-5.9	5	-26	6	28*	-44	-15	-6	26
COn1c(C)c(C(C)=O)c2c3no[n+]([O-])c3ccc21	-4.7	6	-1	2	4	15	6	13	0
Fc1ccc(CCNC(=S)Nc2ccc(F)c(Cl)c2)cc1	1.2	-3	1	12	2	90*	20	-6	4
CCNC(=S)Nc1ccccc1-c1ccccc1	-0.2	-2	-12	4	1	-8	-6	5	9
CC(C)CNC(=O)CSc1nnc(-c2ccccn2)n1Cc1ccccc1	-0.8	1	-8	-5	3	71*	2	1	2
O=C(O)CCCn1cc(NC(=O)c2cccc(F)c2)cn1	-1.4	-4	-7	-4	-4	-7	10	-1	-2
CCOC(=O)c1cnc(COc2ccccc2Cl)[nH]c1=O	1.7	-1	-3	-5	2	-1	-13	.	-2
COc1cc(/C=C2\SC(=O)N(Cc3ccc(Cl)cc3)C2=O)cc([N+](=O)[O-])c1O	1.7	4	-5	-14	10	107*	16	-5	-3
COc1ccc(-n2c(Cn3nnc4ccccc43)n[nH]c2=S)cc1	0.9	-4	-2	8	1	-20	7	-4	-13
NC(=O)C1(N2CCCCC2)CCN(C(=O)CSc2nc(C(F)(F)F)cc(=O)[nH]2)CC1	0.9	-1	-21	-14	4	57	-13	8	10
COc1ccc(OC)c(NC(=O)C2CCN(c3nc(C)cc(C)n3)CC2)c1	1.6	1	4	-10	5	40	-7	-2	-7
O=C(NCc1csc(-c2cccs2)n1)c1ccccc1	0.3	0	-6	-6	-1	-2	-2	.	5
CCOC(=O)CNC(=O)/C(=C\c1ccc(F)cc1)NC(=O)c1ccccc1	5.0	-4	-14	-1	0	-5	7	-3	-14
Brc1ccc(/C=C/C=N/Nc2nc3ccccc3s2)cc1	0.9	0	-22	-10	4	-29	-10	1	0
CN(C)C(=O)CSc1nnc(Cc2ccc3c(c2)OCO3)o1	0.1	-1	-10	6	1	-10	14	0	2
O=C(CCCCCNS(=O)(=O)c1ccc(Br)cc1)NCCN1CCOCC1	0.4	1	-10	-2	5	3	-2	2	8
CC(=O)c1cccc(NC(=O)COC(=O)CCc2ccc(S(=O)(=O)N3CCOCC3)cc2)c1	0.2	-1	-1	6	3	26	-10	4	-7
CC1CCC2=NN(C(=O)c3ccco3)C(O)(C(F)(F)F)C2C1 (stereo not given)	-0.3	-2	-6	6	1	8	-4	1	-5
CCC(C)C(=O)Nc1cc(C(=O)OC)cc(C(=O)OC)c1 (stereo not given)	0.9	-1	-10	13	3	-4	9	4	2
COc1cccc(Oc2ccc(N)cn2)c1	0.0	-1	-8	1	2	-11	-11	-4	-22
Cc1nc(NC(CC(C)C)C(=O)O)c2nc(C)oc2n1 (stereo not given)	-1.4	-3	-2	2	3	7	-17	-3	-17
Cc1ccc(OCCC(=O)Nc2ccc(C)c(F)c2)cc1	1.9	-2	-12	-21	4	37	-17	9	-7
COc1ccc2c(c1OC)C(=O)OC2CC(=O)c1ccc(N(C)C)cc1 (stereo not given)	0.5	1	-4	-7	15	16	9	3	-11
OCc1nc2nc(Cl)c(Cl)nc2[nH]1	0.9	2	-25	-12	2	-9	4	.	19
CC(C)CCNC(=O)CCc1nnc(Cc2c[nH]c3ccccc23)o1	-0.2	3	-6	13	7	4	1	-4	10
c1ccc(Oc2ccc(-c3ccn[nH]3)cc2)cc1	1.5	-4	-26	-5	-3	12	8	.	-6
O=C(CC(c1ccccc1)c1ccccc1)Nc1ccncc1	0.1	4	-8	-40	-11	6	-2	.	-15
O=C1CCCc2c1sc1nc3n(c(=O)c21)CCCCC3	-1.0	-2	0	14	5	-30	10	4	1
CSc1ccccc1NC(=O)c1ccccn1	1.4	0	-13	-2	3	4	6	4	-15
COc1ccc(Oc2cccc(Cl)c2CNC(=O)c2ccccc2C(=O)O)cc1	1.4	6	0	-3	1	22	-6	.	3

Pulled one by one from the entries so far (2):
SMILES	S1P4 ag	Ba/F3 V617F tox	p47phox inh	NPY-Y2 PAM-ag	BaF3 parental	CHOP inhibitor	NPY1 pot ag	NPY-Y1 antag	S1P4 antag
COc1ccc2c(c1OC)C(=O)OC2CC(=O)c1ccc(N(C)C)cc1 (stereo not given)	0.5	1	-4	-7	15	16	9	3	-11
CSc1ccccc1NC(=O)c1ccccn1	1.4	0	-13	-2	3	4	6	4	-15

Next part:
SMILES	S1P4 ag	Ba/F3 V617F tox	p47phox inh	NPY-Y2 PAM-ag	BaF3 parental	CHOP inhibitor	NPY1 pot ag	NPY-Y1 antag	S1P4 antag
O=c1oc2ccccc2c2c1SC(C(F)(F)F)C2 (stereo not given)	1.2	-2	6	-9	0	2	-1	7	-5
COc1c(Cl)ccc(Cl)c1C(=O)NC(=O)N1CCOCC1	-0.1	-4	-13	19	0	-3	-5	-4	10
O=C(N/N=C/c1ccccn1)C(O)c1ccccc1 (stereo not given)	1.0	-2	-11	-10	-1	-3	3	.	-6
O=C(c1ccncc1)N1CCN(C(=O)c2cccs2)CC1	-0.4	2	-19	-8	4	3	-2	0	18
COc1ccc(NC(=O)CN(C)S(=O)(=O)c2ccc(Cl)cc2)cc1Cl	0.1	-4	-7	8	-3	16	26	-3	2
Cc1cccc(CN2CCCC(C(=O)c3ccc4c5c(cccc35)CC4)C2)n1 (stereo not given)	-1.0	0	-31	-9	6	14	-28	12	-18
O=C(O)CCC(=O)NCc1c(Cl)cccc1Sc1ccc(Cl)cc1	0.3	-5	1	-12	4	16	6	.	-6
N#CC(c1ccc(O)cc1)N1CCOCC1 (stereo not given)	3.5	-1	-11	5	2	-11	5	8	3
C/C(=N\NC(=S)Nc1cccc(C)c1)c1ccco1	3.5	0	-7	1	9	-93	-4	4	-12
CCC(C)NC(=O)C1CCN(C(=O)c2ccccc2)CC1 (stereo not given)	2.4	-3	-8	-7	0	-23	14	-2	-3
Cn1cnc([N+](=O)[O-])c1S(=O)(=O)c1ccc(Cl)cc1	0.9	26*	1	-2	-2	109*	-17	9	-2
CCOc1ccc(Nc2nc(CC(=O)OC)cc(=O)[nH]2)cc1	-0.8	-5	-11	12	2	-8	15	1	-13
Nc1c(C(=O)Nc2ccc(F)cc2)sc2nc(-c3ccco3)ccc12	2.4	1	3	-15	6	-35	-1	0	-11
CCN(CC)C(=O)COC(=O)c1ccc(O)cc1	-0.4	0	-6	-3	-1	2	-7	0	-1
CCCN1CCC(=NNc2ccc(S(=O)(=O)N(CC)CC)cc2[N+](=O)[O-])CC1	2.3	2	-3	3	11	3	3	-1	-14
O=C(Nc1ccccc1)c1ccccc1Oc1ccc(C(F)(F)F)cc1[N+](=O)[O-]	0.7	1	-10	-5	5	71*	-7	0	-13
O=C(O)C(Cc1cc2ccccc2[nH]1)N1C(=O)C2CC=C(Cl)CC2C1=O (stereo not given)	0.1	0	-20	14	8	16	18	5	6
Cc1cnc(C(=O)Nc2ccc(-n3cnnn3)cc2)cn1	2.7	1	-9	3	2	28	-9	1	-35
CCOc1ccc(/C=C(\C#N)C(=O)c2c(C)[nH]c3ccccc23)cc1OC	0.0	1	-20	-5	7	43	-14	0	-8
FC(F)(F)c1cnc(Nc2ccc(N3CCOCC3)cc2)c(Cl)c1	-0.9	-2	10	25	2	-4	5	-12	-3
O=C(C1=NN[C@@H]2C(=O)N(c3cccc(C(F)(F)F)c3)C(=O)[C@H]12)C(c1ccccc1)c1ccccc1	-0.5	5	-36	-4	12	62	-15	7	-5
O=C(c1ccco1)N(Cc1nc2ccccc2c(=O)[nH]1)C1CCCC1	0.8	-2	1	0	-1	7	6	9	-5
CC(O)CCC(=O)NCCNC(=O)CCC(C)O (stereo not given)	0.2	-2	-6	-10	4	12	-5	-1	-25
CC(=O)N1CC=C2C(C#N)=C(N)C(C#N)(C#N)C(CCc3ccccc3)C2C1 (stereo not given)	-1.5	-4	6	11	-1	73*	-8	-3	-12
Cc1ccc(C)c(S(=O)(=O)n2cnc3ccccc32)c1	1.2	0	-11	2	4	-8	1	6	-10
CC(C)c1ccc(/C=C/C(=O)CCC(=O)O)cc1	-0.7	-1	-3	-1	7	-6	-7	0	-17
O=C(CNCCC1=CCCCC1)Nc1ccccc1N1CCCCC1	-0.1	3	-13	-15	1	92*	-18	9	-4
CC(=O)[C@H]1[C@H](c2cccc(Cl)c2)C(C#N)(C#N)[C@@H]2c3ccccc3C=CN21	-0.6	-2	-32	0	6	-19	-9	5	-9
CCCc1nnc(NC(=O)CNc2ccc(F)cc2)s1	-1.5	-5	-12	10	1	61	22	-3	4
C/C(=N\NC(=O)C1COc2ccccc2O1)c1cccs1 (stereo not given)	0.4	-2	4	-15	-2	5	-6	1	5

Exported with two lines to a compound: entries from further up
Sequence of screens: S1P4 ag	Ba/F3 V617F tox	p47phox inh	NPY-Y2 PAM-ag	BaF3 parental	CHOP inhibitor	NPY1 pot ag	NPY-Y1 antag	S1P4 antag
> Cc1cnc(C(=O)Nc2ccc(-n3cnnn3)cc2)cn1
    2.7	1	-9	3	2	28	-9	1	-35
> CCOc1ccc(/C=C(\C#N)C(=O)c2c(C)[nH]c3ccccc23)cc1OC
    0.0	1	-20	-5	7	43	-14	0	-8
> FC(F)(F)c1cnc(Nc2ccc(N3CCOCC3)cc2)c(Cl)c1
    -0.9	-2	10	25	2	-4	5	-12	-3
> O=C(C1=NN[C@@H]2C(=O)N(c3cccc(C(F)(F)F)c3)C(=O)[C@H]12)C(c1ccccc1)c1ccccc1
    -0.5	5	-36	-4	12	62	-15	7	-5
> O=C(c1ccco1)N(Cc1nc2ccccc2c(=O)[nH]1)C1CCCC1
    0.8	-2	1	0	-1	7	6	9	-5
> CC(O)CCC(=O)NCCNC(=O)CCC(C)O (stereo not given)
    0.2	-2	-6	-10	4	12	-5	-1	-25
> CC(=O)N1CC=C2C(C#N)=C(N)C(C#N)(C#N)C(CCc3ccccc3)C2C1 (stereo not given)
    -1.5	-4	6	11	-1	73*	-8	-3	-12
> Cc1ccc(C)c(S(=O)(=O)n2cnc3ccccc32)c1
    1.2	0	-11	2	4	-8	1	6	-10
> CC(C)c1ccc(/C=C/C(=O)CCC(=O)O)cc1
    -0.7	-1	-3	-1	7	-6	-7	0	-17
> O=C(CNCCC1=CCCCC1)Nc1ccccc1N1CCCCC1
    -0.1	3	-13	-15	1	92*	-18	9	-4
> CC(=O)[C@H]1[C@H](c2cccc(Cl)c2)C(C#N)(C#N)[C@@H]2c3ccccc3C=CN21
    -0.6	-2	-32	0	6	-19	-9	5	-9
> CCCc1nnc(NC(=O)CNc2ccc(F)cc2)s1
    -1.5	-5	-12	10	1	61	22	-3	4

Screening results as filed in PubChem.
